Source: PubChem
Pf Dd2 inh: P. falciparum Dd2 growth inhibitors, primary screen, SYBR Green fluorescence, single dose replicates. 72 h; hits give low values. hit rate 2.3% among 94,000. activity change, % at 10 µM. AID 1159554, 2015; in the data active means activity change below about -80%; inconclusive means no clear call, values can overlap the other calls
C diff growth: C. difficile growth inhibitors, primary screen, HTS; Clostridium difficile clinical isolate growth, OD600, 24 h; hits give low values; growth activity, negative = inhibition, % at 16 µg/mL (by protocol); hit rate 0.25% among 86,000; AID 1259249, 2017;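 active means mean growth activity at or below -80% and every replicate also at or below -80%; inconclusive means mean at or below -80% but some replicate above -80%; inactive means mean growth activity above -80%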;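 further: 0% = DMSO wells and -100% = levofloxacin 16 µg/mL wells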
Tcruzi prolif: T. cruzi intracellular proliferation inhibitors, primary screen, cell-based, beta-gal Tulahuen parasites, NIH3T3 host, luminescence. inhibition, % at 8.34 µM. T. cruzi beta-gal in NIH3T3, GalScreen luminescence, 90 h. hit rate 5.9% among 77,000. AID 624255, 2012;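 active means mean inhibition above about 93%, with at least 55% of replicates each passing it, limit read from the data, passing the limit was not always enough; inconclusive means only one of those two conditions holds; inactive means neither condition holds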
GASC1 inh: inhibitors of GASC-1 (KDM4C) histone demethylase, primary screen, biochemical, single concentration HTS; Lysine-specific demethylase 4C (Homo sapiens), Q9H3R0; GST-KDM4C 2-372, H3K9me3 peptide, LANCE TR-FRET; inhibition, % at 12.5 µM; hit rate 0.15% among 96,000; AID 720574, 2013;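 active means mean replicate inhibition above about 25%, with at least 55% of replicates also reaching it, limit read from the data, passing the limit was not always enough; inconclusive means only one of those two conditions met; inactive means neither condition met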
Target sequence (Q9H3R0 2-372 limits assumed): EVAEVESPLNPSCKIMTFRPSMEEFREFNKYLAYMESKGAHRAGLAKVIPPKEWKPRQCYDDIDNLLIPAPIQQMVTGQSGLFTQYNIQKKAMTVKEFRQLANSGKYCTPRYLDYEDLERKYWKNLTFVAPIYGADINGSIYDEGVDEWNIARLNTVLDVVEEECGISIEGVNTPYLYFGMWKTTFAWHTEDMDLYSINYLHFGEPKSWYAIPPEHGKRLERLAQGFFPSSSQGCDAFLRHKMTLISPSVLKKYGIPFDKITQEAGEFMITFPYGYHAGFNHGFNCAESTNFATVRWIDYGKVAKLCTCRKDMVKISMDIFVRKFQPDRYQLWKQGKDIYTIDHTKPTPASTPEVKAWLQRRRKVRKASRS
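Material: GST-tagged GASC-1 (JMJD2C) catalytic fragment, aa 2-372. Input: enzyme final amount 10 nM. Medium: HEPES buffer, pH 7.5, plus ascorbate. Reagent: H3K9me3 peptide substrate, Fe(II), 2-oxoglutarate. Doses: single dose. Times: reaction 30 min RT, detection step 1 h RT. Measured by: LANCE TR-FRET. Evaluation: Fall in 671/618 emission ratio as inhibition.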
* hit, by the source's call; u = inconclusive; x = no result given; & = joins results of further samples; ! = repeats disagree.

Screens in order: Pf Dd2 inh, C diff growth, Tcruzi prolif, GASC1 inh
#1 CCS(=O)(=O)Nc1ccc2c(c1)C(=O)N(C)[C@@H]1CC[C@H](CC(=O)NCCCN3CCOCC3)O[C@@H]1CO2
 : 8, 1, -17, 0.2
#2 C[C@@H]1CN([C@@H](C)CO)C(=O)c2c(c3ccccc3n2C)-c2ccccc2CO[C@H]1CN(C)Cc1cccc(C(=O)Nc2ccccc2N)c1
 : -89*, 1, x, 3.0
#3 COc1ccc2c3c(n(C)c2c1)[C@@H](CO)N(C(=O)CC1CC1)CC31CCN(C(=O)NC(C)C)CC1
 : -66, -4, x, 0.6
#4 CCC(=O)N1[C@H](CO)[C@H](c2ccccc2)C12CN(C(=O)c1ccc3c(c1)OCO3)C2
 : -11, -4, x, -0.2
#5 C[C@@H]1CCCCO[C@@H](CN(C)S(=O)(=O)c2cn(C)cn2)[C@H](C)CN([C@@H](C)CO)C(=O)c2cc(NC(=O)CCCN(C)C)ccc2O1
 : 34, 0, 33, 3.7
#6 C[C@H]1CN([C@@H](C)CO)C(=O)c2cc(NC(=O)Cc3ccccc3)ccc2O[C@H]1CN(C)C(=O)Nc1ccc(C(F)(F)F)cc1
 : -2, -4, 30, -1.0
#7 Cc1cc(C(=O)Nc2cccc3c2O[C@@H](CN(C)CC2CC2)[C@@H](C)CN([C@H](C)CO)C3=O)n(C)n1
 : 11, -2, -3, -1.3
#8 C/C=C/c1ccc2c(c1)O[C@@H](CN(C)Cc1ccc(F)cc1)[C@@H](C)CN([C@@H](C)CO)S2(=O)=O
 : -44, -3, 91, 0.1
#9 CC(C)N(C[C@@H]1N[C@H](CO)[C@@H]1c1ccccc1)C(=O)CN1CCOCC1
 : 29, 3, x, 1.8
#10 C[C@H](CO)N1C[C@H](C)[C@@H](CN(C)Cc2ccncc2)Oc2ncc(C#Cc3ccccn3)cc2C1=O
 : -3, 0, u, 3.5
#11 Cc1noc(C)c1NC(=O)Nc1cccc2c1O[C@@H](CN(C)Cc1ccncc1)[C@H](C)CN([C@H](C)CO)C2=O
 : 4, 0, 43, -1.7
#12 O=S(=O)(N[C@@H]1CC[C@H](CCn2cc(-c3cccc(F)c3)nn2)O[C@H]1CO)c1ccc(Cl)cc1
 : -35, x, 39, -1.8
#13 O=C(Cc1cccnc1)N[C@@H]1CC[C@@H](CCn2cc(Cc3ccccc3)nn2)O[C@H]1CO
 : -1, -2, -43, -0.6
#14 CO[C@H]1CN(C)C(=O)c2ccc(NS(=O)(=O)c3ccc(C)cc3)cc2OC[C@@H](C)NC[C@@H]1C
 : 23, -2, -37, 0.4
#15 C[C@H]1CN([C@@H](C)CO)S(=O)(=O)c2ccc(C3=CCCC3)cc2O[C@@H]1CN(C)Cc1ccccn1
 : 1, 1, x, 1.2
#16 C[C@H](CO)N1C[C@H](C)[C@H](CN(C)C(=O)Nc2ccc(C(F)(F)F)cc2)Oc2ccc(NS(=O)(=O)c3ccc(F)cc3)cc2C1=O
 : -5, -8, 20, -4.7
#17 C[C@H]1CN([C@@H](C)CO)C(=O)Cc2cc(NC(=O)CCN3CCOCC3)ccc2O[C@H]1CN(C)S(=O)(=O)c1cn(C)cn1
 : 12, 0, 24, -3.1
#18 CC(C)CC#Cc1ccc([C@H]2[C@@H](CO)N3C(=O)CN(C(=O)Cc4ccccc4)C[C@@H]23)cc1
 : -27, 8, x, -2.2
#19 C[C@H](CO)N1C[C@H](C)[C@H](CN(C)Cc2ccc(C(F)(F)F)cc2)Oc2ccc(NC(=O)C3CC3)cc2C1=O
 : 0, 3, 94, -0.1
#20 Cc1ccc(S(=O)(=O)N2CC[C@H]3[C@H](CO)Nc4ccc(Br)cc4[C@H]32)cc1
 : 21, -5, 86, -2.5

Next part
Screens in order: Pf Dd2 inh, C diff growth, Tcruzi prolif, GASC1 inh
#21 O=C(C[C@H]1CC[C@@H](NC(=O)C2CC2)[C@@H](CO)O1)Nc1ccccc1
 : 5, -2, 24, -1.5
#22 COc1cccc(S(=O)(=O)Nc2ccc3c(c2)[C@@H]2C[C@@H](CC(=O)NCc4ccccc4F)O[C@H](CO)[C@@H]2O3)c1
 : -16, -1, -34, -0.4
#23 COc1cccc(C#Cc2ccc([C@@H]3[C@@H](CO)N4C(=O)CN(C(=O)Cc5ccccc5)C[C@H]34)cc2)c1
 : -4, -1, x, -3.0
#24 N#Cc1cccc(-c2ccc3c(c2)[C@H]2[C@H](CCN2S(=O)(=O)c2cccc(F)c2)[C@@H](CO)N3)c1
 : 10, 37, u, -1.0
#25 COc1ccc(NC(=O)N2CCCCN3[C@@H](CO)[C@H](c4ccc(-c5ccccc5F)cc4)[C@@H]3C2)cc1
 : -5, -7, 78, -0.6
#26 C[C@H]1CN([C@@H](C)CO)C(=O)c2cccc(NC(=O)CCCCCC(=O)Nc3ccccc3N)c2O[C@H]1CN(C)S(C)(=O)=O
 : 12, 2, x, -1.8
#27 C[C@@H]1CN([C@@H](C)CO)C(=O)c2cccc(NC(=O)NC3CCCCC3)c2O[C@H]1CN(C)Cc1ccc2c(c1)OCO2
 : -29, 15, 45, -1.0
#28 COc1ccc(NC(=O)N(C)C[C@H]2Oc3c(NC(=O)c4ccncc4)cccc3C(=O)N([C@@H](C)CO)C[C@H]2C)cc1
 : -10, 0, -14, 0.3
#29 C[C@@H]1CCCCO[C@H](CN(C)C(=O)c2ccccc2)[C@H](C)CN([C@H](C)CO)C(=O)c2cc(NC(=O)c3ccccc3)ccc2O1
 : -39, 5, 57, 0.3
#30 CN(C)CC(=O)Nc1ccc2c(c1)[C@@H]1C[C@@H](CC(=O)NCc3ccc4c(c3)OCO4)O[C@H](CO)[C@@H]1O2
 : 17, 1, 58, 2.6
#31 CCS(=O)(=O)Nc1ccc2c(c1)C(=O)N(C)C[C@H](OC)[C@@H](C)CN(Cc1ccccn1)[C@H](C)CO2
 : 12, x, -7, -0.8
#32 COC(=O)C[C@H]1CC[C@@H]2[C@@H](COc3ccc(NC(=O)Nc4ccc(C)cc4)cc3C(=O)N2C)O1
 : -4, -6, 33, -1.2
#33 CN(C)C(=O)C[C@@H]1CC[C@H]2[C@@H](COc3ccc(NC(=O)Nc4cccc(Cl)c4)cc3C(=O)N2C)O1
 : 15, 1, 18, -1.5
#34 CN(C)C(=O)C[C@H]1CC[C@H]2[C@H](COc3ccc(NC(=O)Nc4cccc(Cl)c4)cc3C(=O)N2C)O1
 : -6, -3, 30, 2.1
#35 COc1ccccc1-c1cccc(-c2nc(C(=O)Nc3nccs3)cc3c2[C@H](CCO)N(C(=O)CC2CC2)C3)c1
 : -86*, 2, x, 6.4
#36 CN1CCCCN2[C@H](C1)[C@H](c1ccc(-c3ccc(F)cc3)cc1)[C@@H]2CO
 : 5, -1, 9, 0.0
#37 CCS(=O)(=O)N1CCC2(CC1)CN(C(=O)Nc1c(C)noc1C)[C@@H](CO)c1c2c2ccc(OC)cc2n1C
 : -4, -3, x, 1.1
#38 C/C=C/c1ccc(C2[C@H]3CNC[C@@H]2N3Cc2cccc(OC)c2)cc1 (stereo partly specified)
 : -2&-31, -8&59, x, 0.2&0.3
#39 CCCNC(=O)C[C@H]1CC[C@@H]2[C@H](COc3ccc(NC(=O)Nc4ccccc4F)cc3C(=O)N2C)O1
 : -9, -5, 13, -1.7
#40 COc1cccc(S(=O)(=O)N[C@@H]2C=C[C@H](CC(=O)NC3CCC3)O[C@@H]2CO)c1
 : 6, -5, -53, -0.6

Along the list, as entered above:
Entries 26–29 in Tcruzi prolif: x, 45, -14, 57
Entries 26–29 in C diff growth: 2, 15, 0, 5
Entries 26–29 in GASC1 inh: -1.8, -1.0, 0.3, 0.3

Part of the list above, reduced to C diff growth and Pf Dd2 inh.
item | SMILES | C diff growth | Pf Dd2 inh
32 | COC(=O)C[C@H]1CC[C@@H]2[C@@H](COc3ccc(NC(=O)Nc4ccc(C)cc4)cc3C(=O)N2C)O1 | -6 | -4
33 | CN(C)C(=O)C[C@@H]1CC[C@H]2[C@@H](COc3ccc(NC(=O)Nc4cccc(Cl)c4)cc3C(=O)N2C)O1 | 1 | 15
34 | CN(C)C(=O)C[C@H]1CC[C@H]2[C@H](COc3ccc(NC(=O)Nc4cccc(Cl)c4)cc3C(=O)N2C)O1 | -3 | -6
35 | COc1ccccc1-c1cccc(-c2nc(C(=O)Nc3nccs3)cc3c2[C@H](CCO)N(C(=O)CC2CC2)C3)c1 | 2 | -86*
36 | CN1CCCCN2[C@H](C1)[C@H](c1ccc(-c3ccc(F)cc3)cc1)[C@@H]2CO | -1 | 5

(continued)
Screens in order: Pf Dd2 inh, C diff growth, Tcruzi prolif, GASC1 inh
#41 CC(C)NC(=O)N(C)C[C@H]1Oc2c(NC(=O)CCCCCC(=O)Nc3ccccc3N)cccc2C(=O)N([C@H](C)CO)C[C@@H]1C
 : 20, -2, x, 1.4
#42 O=C(C1CC1)N1CC(=O)N2[C@H](CO)[C@@H](c3ccc(-c4cccnc4)cc3)[C@H]2C1
 : 12, 2, x, -1.1
#43 C[C@H]1CN([C@@H](C)CO)C(=O)CCCn2cc(nn2)CO[C@@H]1CN(C)S(=O)(=O)c1ccc2c(c1)OCCCO2
 : 7, x, 11, -0.8
#44 O=C(C[C@@H]1CC[C@@H]2[C@H](COC[C@@H](O)CN2Cc2cccc(-c3ccncc3)c2)O1)N1CCOCC1
 : 25, 1&-2, 42, -0.4
#45 COc1ccc(OC(=O)N(C)C[C@H]2OCc3cn(nn3)CCCC(=O)N([C@@H](C)CO)C[C@H]2C)cc1
 : 0, 1, -28, -0.7
#46 CS(=O)(=O)N[C@@H]1C[C@@H]2O[C@@H](CO)CC[C@@H]2O[C@@H]1CCc1ccc(/C=C/c2ccccc2)cc1
 : -14, -17, x, x
#47 c1ccc(-c2ccc(C3[C@@H]4CN(Cc5cccnc5)C[C@H]3N4)cc2)cc1 (stereo partly specified)
 : -92*!, -1&0, x, 1.2&-0.6
#48 CN(C)C(=O)C[C@H]1C[C@@H]2c3cc(NC(=O)c4cccnc4)ccc3O[C@@H]2[C@H](CO)O1
 : -1, -7, x, 0.8
#49 CO[C@H]1CN(C)C(=O)c2cc(NC(=O)c3ccc(F)cc3)ccc2OC[C@@H](C)N(C)C[C@@H]1C
 : x, -1, -48, 0.6
#50 COc1cccc(-c2ccc3c(c2)O[C@H](CN(C)C(C)=O)[C@@H](C)CN([C@H](C)CO)S3(=O)=O)c1
 : 19, 0, 9, -3.9
#51 C/C=C/c1ccc([C@@H]2[C@H](CO)N3CCCCN(C(=O)Nc4cc(F)ccc4F)C[C@@H]23)cc1
 : -57, 24, 92, 0.0
#52 CCC(=O)Nc1ccc2c(c1)OC[C@@H](C)N(C(=O)c1ccncc1)C[C@H](C)[C@H](OC)CN(C)C2=O
 : x, 3, -7, 0.1
#53 C[C@@H]1CN([C@H](C)CO)S(=O)(=O)c2ccc(C3=CCCCC3)cc2O[C@@H]1CN(C)C(=O)c1ccccc1
 : -19, -8, 91, -1.7
#54 CCS(=O)(=O)Nc1ccc2c(c1)C(=O)N(C)[C@@H]1CC[C@@H](CC(=O)N[C@@H]3CCN(Cc4ccccc4)C3)O[C@H]1CO2
 : x, 5, -15, 0.5
#55 CN(C)C(=O)c1cccc(-c2ccc3n(c2=O)C[C@H]2[C@H](CO)[C@@H](C(=O)NCC4CC4)N[C@@H]32)c1
 : x, -2, -134, -2.3
#56 C[C@@H]1CN([C@H](C)CO)C(=O)c2cc(NS(=O)(=O)c3ccc(Cl)cc3)ccc2O[C@H]1CN(C)S(=O)(=O)c1cccs1
 : 19, 3, 44, 1.1
#57 CCNC(=O)C[C@@H]1CC[C@@H]2[C@@H](COc3ccc(NC(=O)Nc4cccc(F)c4)cc3C(=O)N2C)O1
 : 0, -1, -6, -2.2
#58 C[C@H](NC(=O)C[C@@H]1C=C[C@@H](NC(=O)C2CCOCC2)[C@H](CO)O1)c1ccccc1
 : 10, -2, 18, 0.5
#59 C[C@H]1CN([C@@H](C)CO)C(=O)c2cc(NC(=O)Nc3ccc(C(F)(F)F)cc3)ccc2O[C@@H]1CN(C)C(=O)Nc1ccc(F)cc1
 : -70, 4, 12, 5.3
#60 COCC#Cc1cnc2c(c1)C(=O)N([C@H](C)CO)C[C@@H](C)[C@H](CN(C)C(=O)Nc1c(C)noc1C)O2
 : 31, 1, -5, -0.4
#61 Cc1ccc(S(=O)(=O)N2CC[C@@H]3[C@H](CO)Nc4ccc(Br)cc4[C@@H]32)cc1
 : 29, -19, u, -6.3
#62 C[C@@H]1CN([C@H](C)CO)S(=O)(=O)c2ccc(C3=CCCC3)cc2O[C@@H]1CN(C)C(=O)c1cnccn1
 : 19, 1, x, 1.0
#63 CCNC(=O)Nc1ccc2c(c1)C(=O)N(C)[C@@H]1CC[C@H](CC(=O)N[C@@H](C)c3ccccc3)O[C@@H]1CO2
 : x, 0, 43, 0.4
